# TRPC6 inh = blocks the mouse TRPC6 cation channel | Q61143 | HEK293-TRPC6, membrane potential dye, ACh-evoked depolarization; stronger effect = lower value | B-score at 10 µM | 310,000 compounds, 1.1% hits | AID 2553;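 active = B-score under library mean minus 3 SD, initial fluorescence not abnormally high, positive integrated signal ratio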;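 also: B-score derived from integrated fluorescence ratio over the kinetic read; more negative B-score means stronger inhibition of depolarization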
# TRPC4 inh = TRPC4 (mouse) channel inhibition | HEK293 TRPC4beta/mu-opioid, DAMGO-evoked Fluo4 calcium flux; stronger effect = lower value | 300,000 compounds, 0.39% hits | Q9QUQ5 | B-score at 10 µM;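 active = B-score over 3 SD under the library average, no early fluorescence shift, positive overall ratio signal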
# Target sequence (Q9QUQ5 whole entry, looked up): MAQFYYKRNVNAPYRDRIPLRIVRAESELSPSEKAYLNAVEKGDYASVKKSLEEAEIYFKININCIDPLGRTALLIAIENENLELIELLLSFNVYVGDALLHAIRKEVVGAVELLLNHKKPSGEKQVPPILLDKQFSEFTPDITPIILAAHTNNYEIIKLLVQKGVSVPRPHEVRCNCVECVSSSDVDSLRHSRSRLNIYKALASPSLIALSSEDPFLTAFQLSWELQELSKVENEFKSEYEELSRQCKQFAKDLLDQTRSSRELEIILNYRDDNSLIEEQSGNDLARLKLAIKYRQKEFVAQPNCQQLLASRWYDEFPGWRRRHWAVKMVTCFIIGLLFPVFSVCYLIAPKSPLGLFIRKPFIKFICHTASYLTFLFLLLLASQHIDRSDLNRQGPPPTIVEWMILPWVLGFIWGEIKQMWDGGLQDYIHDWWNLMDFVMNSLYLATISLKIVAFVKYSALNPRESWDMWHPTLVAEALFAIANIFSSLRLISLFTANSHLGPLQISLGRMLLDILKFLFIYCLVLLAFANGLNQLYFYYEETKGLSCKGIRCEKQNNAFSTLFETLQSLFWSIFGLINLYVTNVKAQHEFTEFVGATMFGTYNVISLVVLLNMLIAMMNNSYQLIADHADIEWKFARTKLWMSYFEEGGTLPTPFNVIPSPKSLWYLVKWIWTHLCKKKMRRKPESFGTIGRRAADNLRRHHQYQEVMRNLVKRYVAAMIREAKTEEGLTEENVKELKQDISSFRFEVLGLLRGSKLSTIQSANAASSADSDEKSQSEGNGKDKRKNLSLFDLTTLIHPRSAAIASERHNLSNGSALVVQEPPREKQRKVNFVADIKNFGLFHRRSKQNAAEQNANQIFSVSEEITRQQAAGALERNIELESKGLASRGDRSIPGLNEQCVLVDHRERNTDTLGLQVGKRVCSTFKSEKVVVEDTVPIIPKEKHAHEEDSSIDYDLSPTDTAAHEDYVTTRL
#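 System: stable TRPC4beta/mu-opioid receptor HEK293 cells; Dosing: single-point compound dosing; Measured by: Fluo4 Ca2+ flux fluorescence; Read-out basis: per-well B score of integrated baseline-normalized Fluo4 ratio.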
# SKKanGAS inh = SKKanGAS growth inhibition. inhibition, % at 7.5 µM. AID 1662. 300,000 compounds, 1.3% hits. S. pyogenes SKKanGAS, kanamycin growth, BacTiter-Glo, 6 h;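 active = mean replicate score, as percent of positive control median, at least 50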;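 also: strain carries kanamycin resistance gene driven by streptokinase promoter and grows in 40 µg/ml kanamycin; loss of luminescence reflects streptokinase promoter inhibition or plain growth inhibition; 0% = median of DMSO wells and 100% = positive control at its reference dose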
# TRPC6 act = activators of mouse TRPC6 channel; Q61143; HEK293-TRPC6 membrane potential dye fluorescence; stronger effect = higher value; B-score at 10 µM; 310,000 compounds, 0.13% hits;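 active = B-score of the integrated fluorescence ratio above library mean plus 3 SD, and starting fluorescence ratio within library mean plus 5 SD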;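 also: higher score means more depolarization so channel activation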
# HIF activator = HIF pathway transcriptional activation. U2OS HRE-luciferase reporter, luminescence; normalized: DMSO 0%, desferrioxamine 100%. activation, % at 7.5 µM (by protocol). 300,000 compounds, 0.32% hits. AID 1910;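 active = mean activation of at least 10% of the iron chelator positive control signal, with at least half of replicates also reaching 10%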
# TRPC4 act = activators of mouse TRPC4 channel | Q9QUQ5 | HEK293 TRPC4beta/mu-opioid, Fluo4 calcium fluorescence; stronger effect = higher value | 310,000 compounds, 0.49% hits | B-score at 10 µM;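 active = B-score above 5 SD of library B-scores, and initial fluorescence ratio not above library mean plus 5 SD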;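 also: positive B-score marks a calcium rise read as TRPC4 activation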
#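 System – HEK293 cells stably co-expressing mouse TRPC4beta and mu-opioid receptor · Signal – Fluo4 calcium-sensitive dye fluorescence, kinetic, 1 Hz baseline · Benchmarks – buffer (low) and maximal DAMGO (high) · Read-out – B score of integrated fluorescence ratio per well · Incubation – dye loading 45 min room temperature, 110 s kinetic read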
# MrgX1 antagonist = antagonists of human MrgX1 receptor; Q96LB2; MRGX1-HEK293 calcium flux, Fluo-4, BAM8-22 antagonism; stronger effect = lower value; B-score at 10 µM; 310,000 compounds, 1.3% hits; AID 588676;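 active = calcium-response B-score plate-corrected more than 3 library SD below zero, starting fluorescence within 5 deviations, no agonist response on first addition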;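 also: peak minus trough fluorescence over baseline after final BAM8-22 challenge near maximal dose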
# KLF5 inhibitor = kruppel-like factor 5 inhibition | DLD-1 KLF5 promoter-luciferase reporter, luminescence | inhibition, % at 5 µM | 290,000 compounds, 0.23% hits;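 active = inhibition above a per-plate limit of that plate's mean compound inhibition plus 3 SD, cut at about 60% in these data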;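 also: 0% = DMSO wells and 100% = LY294002 at 200 µM; higher means less KLF5 promoter-driven luciferase light; inactives centre near -14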
# aSyn UTR inh = 5' untranslated region of α-synuclein, MLPCN primary screen. inhibition, % (tested at 7.5 µM). alpha-synuclein 5'UTR reporter, inhibitor activity. 300,000 compounds, 0.82% hits. AID 1813; in the data active = inhibition above about 60%;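 also: H4 neuroglioblastoma cells stably carrying SNCA 5'UTR luciferase fusion; 0% = DMSO wells and 100% = positive control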
# TRPC4 potent = TRPC4 (mouse) allosteric potentiation | B-score at 10 µM | 310,000 compounds, 0.42% hits | HEK293 TRPC4beta/mu-opioid, DAMGO EC20, Fluo-4 Ca2+ flux; stronger effect = higher value | Q9QUQ5;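 active = B-score of calcium response area above 5 SD of library B-scores, with initial fluorescence ratio within 5 SD of library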;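 also: B-score of integrated fluorescence ratio over time as area under calcium response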
# IEC-6 tox = IEC-6 cytotoxicity, counter-screen for KLF5 inhibitors; luminescence viability; inhibition, % at 5 µM; 290,000 compounds, 0.78% hits; AID 1825; in the data active = inhibition above about 22%;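 also: 0% = plate median of test compound wells and 100% = cytotoxic reference compound wells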
# Numbers without * were called inactive; i = inactive; . = no result given. Rows are unselected. Share with any hit: about 5.8%.
# Letters: A = TRPC6 inh; B = TRPC4 inh; C = SKKanGAS inh; D = TRPC6 act; E = HIF activator; F = TRPC4 act; G = MrgX1 antagonist; H = KLF5 inhibitor; I = aSyn UTR inh; J = TRPC4 potent; K = IEC-6 tox
O=C(Nc1c(C(=O)O)oc2ccc(Br)cc12)c1ccccc1
  A: i	B: i	C: 7	D: i	E: 0.3	F: i	G: i	H: -43	I: -24	J: i	K: -3

COC(=O)c1sc(NC(=O)c2c(-c3ccccc3)noc2C)nc1C
  A: i	B: i	C: -5	D: i	E: -0.5	F: i	G: i	H: -19	I: -16	J: i	K: -4

CCN(CC)S(=O)(=O)c1ccc(C(=O)NCCCn2ccnc2)cc1
  A: i	B: i	C: 2	D: i	E: 0.3	F: i	G: i	H: -23	I: 4	J: i	K: 4

CN(C)CCN1C(=O)C2C(C(=O)Nc3cc(Cl)cc(Cl)c3)C3C=CC2(O3)C1C(=O)NC1CCCCC1 (stereo unspecified)
  A: i	B: -7*	C: 0	D: i	E: -0.3	F: i	G: i	H: -25	I: 16	J: i	K: 2

CCCCOc1ccc(Cc2n[nH]c(=S)n2N)cc1
  A: i	B: i	C: -8	D: i	E: -0.2	F: i	G: i	H: -9	I: 15	J: i	K: -5

CCCCNC(=O)CCCn1c(=O)c2ccccc2n(CC(=O)NCCC2=CCCCC2)c1=O
  A: i	B: i	C: 1	D: i	E: -0.5	F: i	G: .	H: -14	I: 11	J: i	K: -2

Cc1ccc(NC2CCCN(C(=O)c3cc4ncccn4n3)C2)cc1C (stereo unspecified)
  A: i	B: i	C: -6	D: i	E: -0.1	F: i	G: i	H: -26	I: 14	J: i	K: -5

O=C(NNC(=O)C1CCCO1)c1ccc(Br)cc1 (stereo unspecified)
  A: i	B: i	C: 6	D: i	E: -0.1	F: i	G: i	H: -26	I: -1	J: i	K: 3

O=C1C=CC(=O)N1c1ccc(I)cc1Cl
  A: i	B: i	C: 5	D: i	E: -0.2	F: i	G: i	H: -3	I: -3	J: i	K: 1

CCOC(=O)C1(Cc2ccccc2C(F)(F)F)CCN(C(C)CCn2cccn2)CC1 (stereo unspecified)
  A: i	B: i	C: -4	D: i	E: -0.5	F: i	G: i	H: -14	I: -14	J: i	K: -1

# Sorted by value in aSyn UTR inh (smallest number first): 4 of the compounds above
SMILES | aSyn UTR inh
O=C(Nc1c(C(=O)O)oc2ccc(Br)cc12)c1ccccc1 | -24
CCOC(=O)C1(Cc2ccccc2C(F)(F)F)CCN(C(C)CCn2cccn2)CC1 (stereo unspecified) | -14
O=C(NNC(=O)C1CCCO1)c1ccc(Br)cc1 (stereo unspecified) | -1
Cc1ccc(NC2CCCN(C(=O)c3cc4ncccn4n3)C2)cc1C (stereo unspecified) | 14

# (listing goes on)
# Letters: A = TRPC6 inh; B = TRPC4 inh; C = SKKanGAS inh; D = TRPC6 act; E = HIF activator; F = TRPC4 act; G = MrgX1 antagonist; H = KLF5 inhibitor; I = aSyn UTR inh; J = TRPC4 potent; K = IEC-6 tox
C=CCn1c(SCC(=O)Nc2ccc(N3CCOCC3)cc2)nnc1-c1ccco1
  A: i	B: i	C: -6	D: i	E: -0.8	F: i	G: i	H: 3	I: -4	J: i	K: 0

Cc1ccc(Sc2cnc3ccccc3n2)cc1
  A: i	B: i	C: 12	D: i	E: 3.0	F: i	G: i	H: -55	I: -176	J: i	K: -4

CC(=O)c1cccc(NC(=O)c2cc(Cl)sc2Cl)c1
  A: i	B: i	C: -4	D: i	E: 0.7	F: i	G: i	H: -37	I: -44	J: i	K: -4

C=CCn1c(COc2ccccc2)nnc1SCC(=O)N/N=C/c1ccc(C)cc1
  A: i	B: i	C: 0	D: i	E: -8.2	F: i	G: i	H: -23	I: 4	J: i	K: 6

CCN1C(=O)CC(Sc2ccccc2C(=O)O)C1=O (stereo unspecified)
  A: i	B: i	C: -5	D: i	E: -0.3	F: i	G: i	H: 7	I: 3	J: i	K: -4

O=C(O)CSC12CC3CC(C1)CC(C(=O)O)(C3)C2
  A: i	B: i	C: 1	D: i	E: -0.7	F: i	G: i	H: .	I: -9	J: i	K: .

Cc1cc(O)c(C(=O)Nc2cccc(Cl)c2)c(=O)n1C
  A: i	B: i	C: 1	D: i	E: 3.3	F: i	G: i	H: -113	I: -104	J: i	K: 0

COc1cc(SC)ccc1C(=O)NCCN1CCOCC1
  A: i	B: i	C: -4	D: i	E: -1.3	F: i	G: i	H: -16	I: -35	J: i	K: 5

COc1ccc(/C=N/c2nc3ccccc3n2CCN2CCCCC2)cc1OC
  A: i	B: i	C: 0	D: i	E: .	F: i	G: i	H: -7	I: -20	J: i	K: 2

O=C(Cc1ccccc1)NCC(=O)OCC(=O)c1cccs1
  A: i	B: i	C: 3	D: i	E: -0.2	F: i	G: i	H: -5	I: 7	J: i	K: -2

Cc1ccc(C)c(S(=O)(=O)NCc2ccc(C(=O)N3CC(C)OC(C)C3)cc2)c1 (stereo unspecified)
  A: i	B: i	C: 0	D: i	E: 1.2	F: i	G: i	H: -17	I: 20	J: i	K: -2

CS(=O)(=O)N1CCN(c2ccccc2NC(=O)c2ccc(Br)o2)CC1
  A: i	B: i	C: 3	D: i	E: 0.0	F: i	G: i	H: -5	I: -1	J: i	K: -13

CCn1c(SCC(=O)NCc2ccco2)nnc1C(C)C
  A: i	B: i	C: 4	D: i	E: -0.2	F: i	G: i	H: -11	I: -4	J: i	K: -6

Cc1onc(-c2c(F)cccc2Cl)c1C(=O)NCc1ccccn1
  A: i	B: i	C: 0	D: i	E: 0.2	F: i	G: i	H: -11	I: -18	J: i	K: -3

O=C(Cn1c(-c2ccccc2)c[n+]2ccsc12)c1ccc(Br)cc1
  A: -5.6*	B: i	C: -3	D: i	E: 0.1	F: 86*	G: i	H: -13	I: -22	J: i	K: 0

CN(C)/C=C1\C(=O)Nc2ccccc21
  A: i	B: i	C: -4	D: i	E: 0.4	F: i	G: i	H: -42	I: 9	J: i	K: -2

CCc1cc(=O)oc2cc(OCC(=O)NCCCn3ccnc3)c(Cl)cc12
  A: i	B: i	C: -1	D: i	E: -0.6	F: i	G: i	H: -16	I: -8	J: i	K: -6

COc1ccc(CCNC(=O)C2CCCN2C(=O)Nc2ccc(C)cc2)cc1OC (stereo unspecified)
  A: i	B: i	C: 6	D: i	E: -19	F: i	G: i	H: -21	I: -5	J: i	K: -10

Cc1ccccc1C(=O)NC1CCN(CC(=O)NCc2ccccc2)CC1
  A: i	B: i	C: -5	D: i	E: -0.2	F: i	G: i	H: -40	I: 16	J: i	K: -2

COc1ccc(C(=O)/C(=C\c2ccco2)N2C=CC=CC2=C(C#N)C#N)cc1
  A: i	B: i	C: 0	D: i	E: -7.1	F: i	G: i	H: 69*	I: 77*	J: i	K: 83*

CCNC(=O)NC(=O)C(C)OC(=O)CNS(=O)(=O)c1c(Cl)cc(Br)cc1Cl (stereo unspecified)
  A: i	B: i	C: 1	D: i	E: -1.2	F: i	G: i	H: 11	I: -6	J: i	K: 1

CCOc1ccc(C(=O)Nc2ccc(Cl)cn2)cc1Cl
  A: i	B: i	C: -7	D: i	E: 3.9	F: i	G: i	H: -97	I: -182	J: i	K: 4

COC(=O)C1=C(C)Nc2ncnn2C1c1ccc(C)o1 (stereo unspecified)
  A: i	B: i	C: -16	D: i	E: -0.2	F: i	G: i	H: 1	I: 13	J: i	K: -1

Cc1cccc(OCC(=O)N/N=C/c2cccn2C)c1
  A: i	B: i	C: -1	D: i	E: -0.2	F: i	G: i	H: -26	I: 12	J: i	K: 3

Cc1cc(NN)nc(NS(=O)(=O)c2ccccc2)n1
  A: i	B: i	C: 25	D: i	E: 0.2	F: i	G: i	H: 5	I: 9	J: i	K: 6

COc1ccc(O)c(C=Nc2cc(NC(C)=O)c(Cl)cc2Cl)c1
  A: i	B: i	C: 4	D: i	E: -0.2	F: i	G: i	H: -23	I: -8	J: i	K: -8

CCOC(=O)C1(Cc2cccc(OC)c2)CCN(Cc2ccc(OC)c(OC)c2)CC1
  A: i	B: i	C: 4	D: i	E: -1.6	F: i	G: i	H: -1	I: -5	J: i	K: 4

O=C(NNC(=O)c1cnccn1)c1ccc(Cl)cc1
  A: i	B: i	C: 5	D: i	E: 0.3	F: i	G: i	H: -15	I: -16	J: i	K: 18

O=C(CCN1C(=O)c2ccccc2C1=O)Nc1ccccc1C(F)(F)F
  A: -7.3*	B: i	C: -3	D: i	E: -1.5	F: i	G: i	H: -27	I: -16	J: i	K: -10

O=C1N(Cc2cccnc2)C[C@@H]2C[C@@H](c3cccc(Oc4ccccc4)c3)N3CCC[C@@]123
  A: i	B: i	C: -3	D: i	E: -0.5	F: i	G: i	H: -7	I: 0	J: i	K: -6

Cc1ccc(C(=O)NCCC(=O)NCc2cc(=O)n(C)c(=O)n2C)cc1
  A: i	B: i	C: -3	D: i	E: 0.0	F: i	G: i	H: -7	I: 11	J: i	K: 4

Cc1cc(S(=O)(=O)N2CCCCC2CCNC(=O)C(=O)NCc2cccnc2)ccc1F (stereo unspecified)
  A: i	B: i	C: 3	D: i	E: 0.2	F: i	G: i	H: .	I: 4	J: i	K: .

O=[N+]([O-])c1ccc([C@H](O)[C@H](CO)N=Cc2ccccc2O)cc1
  A: i	B: i	C: -6	D: i	E: 0.1	F: i	G: i	H: 0	I: -2	J: i	K: 3

O=C(c1cccc(C(=O)N(c2ccccn2)C2CCCCC2)c1)N(c1ccccn1)C1CCCCC1
  A: i	B: i	C: -18	D: i	E: -0.3	F: i	G: -6.8*	H: -7	I: -11	J: i	K: -4

CC1CN(C(=O)CN2C(=O)c3ccccc3S2(=O)=O)CC(C)O1 (stereo unspecified)
  A: i	B: i	C: 2	D: i	E: -13	F: i	G: i	H: 3	I: -11	J: i	K: -2

Cc1ccc(CCNC(=O)C2=CCN(S(=O)(=O)c3ccccc3)CC2)cc1
  A: i	B: i	C: 0	D: i	E: -0.3	F: i	G: i	H: -15	I: 6	J: i	K: -7

O=C(Nc1cccc(-c2nnc(-c3ccco3)o2)c1)C(c1ccccc1)c1ccccc1
  A: i	B: i	C: 20	D: i	E: -1.6	F: i	G: i	H: -26	I: -17	J: i	K: -2

Cc1ccc(N2C(=O)[C@@H]3[C@H](C2=O)[C@H]2C=CC=NN2[C@@H]3C(=O)Nc2ccccc2)cc1
  A: i	B: i	C: 2	D: i	E: 0.6	F: i	G: i	H: 8	I: 3	J: i	K: -3
